Screening results (PubChem)
14-3-3 PPI = 14-3-3 gamma protein interaction modulation. P61981. FP, 14-3-3gamma / TMR-pS259-Raf peptide binding. inhibition, % at 40 µM. 160,000 compounds, 0.19% hits. AID 422; in the data active = inhibition above about 30%;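 note: 0% = protein plus tracer without compound and 100% = blank with tracer alone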
Target sequence (P61981 whole entry, looked up): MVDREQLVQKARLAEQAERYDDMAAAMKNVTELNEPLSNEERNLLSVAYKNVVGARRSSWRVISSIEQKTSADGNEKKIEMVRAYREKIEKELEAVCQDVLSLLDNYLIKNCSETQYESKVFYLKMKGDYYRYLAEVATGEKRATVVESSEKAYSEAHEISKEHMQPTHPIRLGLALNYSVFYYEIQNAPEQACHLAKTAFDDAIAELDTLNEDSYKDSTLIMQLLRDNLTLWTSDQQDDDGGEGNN
Numbers without * were called inactive; & = joins results of further samples. The list is partial, so the mix of outcomes need not match the whole.

no.	14-3-3 PPI	smiles
1	0.2	CC(C)Oc1ccc(C(=O)Nc2ccccc2N2CCCC2)cc1
2	-11.4	C=CCOCC(O)CNc1ccccc1 (configuration not stated)
3	2.2	COCCOc1ccc(C(F)(F)F)cc1Nc1nc2ccccc2o1
4	8.4	CCOc1ccc(N/C(=N/c2nc(C)cc(C)n2)NC(C)=O)cc1
5	-38.0	COc1ccc(-c2cc(C(=O)Oc3ccc([N+](=O)[O-])cc3)c3cc(C)ccc3n2)cc1
6	6.8	COC(=O)C1=C(C)NC(C)=C(C(=O)OC)C1c1ccc(OC)c(OC)c1
7	-6.6	Cc1cc(NC(=O)COC(=O)c2cc3c(s2)CCC(C)C3)no1 (configuration not stated)
8	22.7	O=C(Oc1ccc(C=Nc2ccc(O)cc2)cc1)c1ccccc1Cl
9	2.0	Cc1ccc2c(c1)N(CC(=O)N1CCCCC1c1cccnc1)C(=O)CO2 (configuration not stated)
10	1.4	CSc1ccccc1NS(=O)(=O)c1ccc2c(c1)OCCO2
11	-5.5	CCOc1ccc(Nc2ccc3nnc(-c4ccc(Br)cc4)n3n2)cc1
12	-11.3	CCCCN(CC)S(=O)(=O)c1ccc2c(c1)CCN2C(=O)C1CCC1
13	-19.8	COc1ccc2nc3sc(C(=O)NCC4(c5ccccc5)CCCC4)cc3cc2c1
14	-4.4	COc1cc(C(=O)NCCOc2ccccc2C)cc(OC)c1OC
15	-9.6	O=C(NCCCO)c1ccc2[nH]c3ccccc3c2c1
16	-12.0&-6.6	COc1cc2c(=O)n(Cc3ccco3)c(=O)n(CC(=O)c3ccc(Br)cc3)c2cc1OC
17	2.0	CN=C1SC(CC(=O)Nc2cc(Cl)ccc2Cl)C(=O)N1C (configuration not stated)
18	1.5	CCOC(=O)c1ccc2c(c1)N(Cc1ccccc1)C(=O)c1ccccc1S2
19	1.5	COC(=O)c1c(NC(=O)C2CC2)sc2c1CCCC2
20	-3.4	COc1ccc(NC(=O)CN(c2ccc(OC)c(Cl)c2)S(=O)(=O)c2ccccc2)cc1
21	-0.9	CCOc1ccc(C2C(C(=O)c3ccc(C)o3)=C(O)C(=O)N2CCCN(CC)CC)cc1 (configuration not stated)
22	10.4	CC(C)C(NC(=O)c1ccc(C23CC4CC(CC(C4)C2)C3)cc1)C(=O)N1CCN(c2ccccc2F)CC1 (configuration not stated)
23	-4.6	COc1ccc(CC(NC(C)=O)C(=O)NC2CCN(S(=O)(=O)c3ccccc3)CC2)cc1OC (configuration not stated)
24	-5.8	O=C(c1ccccc1NS(=O)(=O)c1ccc(Br)s1)N1CCCC1
25	-50.5	CCOc1ccccc1NC(=O)c1c(NC(=O)c2cccs2)sc2c1CCC2
26	0.5	CCn1cc(C(=O)NCCN2CCCC2)c(=O)c2cc(S(=O)(=O)N3CCCC3)ccc21
27	81.1*	CCOC(=O)CN=C1CC(C)(C)CC2=C1Sc1ncnc(OC)c1N2
28	-57.6	CCOC(=O)c1cccc(C(=O)Nc2ccc(F)cc2)n1
29	0.1	O=C1CC(C(=O)Nc2ccccc2Cl)C2(CCCCC2)O1 (configuration not stated)
30	-3.0	Cc1nn(C(C)C(=O)O)c(=O)c2c1sc1ccccc12 (configuration not stated)
31	2.3	COc1ccc(-c2csc(=Nc3ccc(Cl)cc3)n2CCCO)cc1F
32	-7.9	COc1ccc(NC(=O)c2ccco2)cc1NC(=O)c1c(F)c(F)c(OC)c(F)c1F
33	4.9	CCOc1cc(C2C3=C(CC(C)(C)CC3=O)N(C)C3=C2C(=O)CC(C)(C)C3)ccc1O
34	3.1	Cc1ccc2[nH]c3c(c2c1)CCCC3NC(N)=O (configuration not stated)
35	0.2	CN1C(=O)N(CN2CCCCC2)C2C1N(C)C(=O)N2CN1CCCCC1 (configuration not stated)
36	-4.1	Cc1c(Cl)cccc1NC(=O)c1ccc(F)c(S(=O)(=O)N2CCCC2)c1
37	-1.4	COc1ccc2c(c1)CCc1c(C(=O)NCC(C)C)noc1-2
38	4.4	Cc1cc(N2C(=O)c3ccc(C(=O)N4CCCC(C)C4)cc3C2=O)no1 (configuration not stated)
39	3.4	Cc1cc2oc(=O)cc(C)c2cc1NC(=O)C(C)C
40	-16.2	COc1ccc(Nc2nc(-c3ccccc3F)nc3ccccc23)c(OC)c1
41	0.6	CC(C)NS(=O)(=O)c1cccs1
42	0.8	CCC(=O)n1nc(NCc2ccccc2OC)nc1NCc1ccccc1OC
43	-25.2	CCOC(=O)c1c(NC(=O)c2ccc(Cl)cc2)sc(C(C)=O)c1C
44	5.4	O=C(Nc1nnc(CCN2CCOCC2)s1)C1CCCCC1
45	-1.3	CCOc1ccccc1NC1=NCC(=O)N1Cc1ccc(F)cc1
46	2.3	COc1ccc2nc(NC(=O)CCN3C(=O)c4ccccc4C3=O)sc2c1
47	0.9	O=C(Oc1ccc(-c2ccccc2)cc1)c1cccs1
48	2.9	N#Cc1c(F)cccc1N1CCOCC1
49	7.4	CCCc1cc(C(=O)Nc2cc(OC)c(Cl)cc2OC)no1
50	-7.9	O=C(CSc1nc2ccsc2c(=O)n1Cc1ccccc1)NCc1ccco1
51	-12.3	COc1ccc(NC(=O)C2=C(C)NC3=C(C(=O)CC(c4ccc(OC)c(OC)c4)C3)C2c2cc(C)ccc2C)cc1 (configuration not stated)
52	11.0	CCCCn1nnc(NC(=O)CC23CC4CC(CC(C4)C2)C3)n1
53	-5.1	Clc1ccc(CSc2nnc([C@@H]3CCCN3)o2)cc1
54	-2.2	CCOC(=O)C1=C(C)Nc2ncnn2C1c1ccc2c(c1)OCO2 (configuration not stated)
55	0.8	CC1CCN(S(=O)(=O)c2cc(Cl)ccc2Br)CC1
56	3.9	O=C(CS(=O)(=O)c1cn(Cc2cccc(F)c2)c2ccccc12)N1CCc2ccccc21
57	7.9	COCCn1c(SCC(=O)N2CCCCC2)nc2ccccc2c1=O
58	-6.3	NS(=O)(=O)c1ccc(NC(=NS(=O)(=O)c2ccc(Cl)cc2)c2ccccc2)cc1
59	-14.8	O=C(NC1CCSC1=O)C1CCCCC1 (configuration not stated)
60	-3.9	COc1ccccc1C(=O)N1N=C(C(F)F)CC1(O)C(F)F (configuration not stated)

Some of these compounds in order of heavy-atom count, rising.
no.	14-3-3 PPI	smiles
48	2.9	N#Cc1c(F)cccc1N1CCOCC1
57	7.9	COCCn1c(SCC(=O)N2CCCCC2)nc2ccccc2c1=O
36	-4.1	Cc1c(Cl)cccc1NC(=O)c1ccc(F)c(S(=O)(=O)N2CCCC2)c1
51	-12.3	COc1ccc(NC(=O)C2=C(C)NC3=C(C(=O)CC(c4ccc(OC)c(OC)c4)C3)C2c2cc(C)ccc2C)cc1 (configuration not stated)

Later entries
no.	14-3-3 PPI	smiles
61	-3.9	Oc1cc2ccccc2cc1-c1n[nH]c(=S)o1
62	-9.3&7.3	COc1ccccc1-c1cc(C(F)(F)F)nc(S(=O)(=O)CCCC(=O)N2CCCCC2C)n1 (configuration not stated)
63	5.5	CC(O)CSc1nc(N)c2c3c(sc2n1)CC(C)CC3 (configuration not stated)
64	-9.6	COc1ccc(C2C(C(=O)Nc3ccc(F)cc3)=C(C)NC3=C2C(=O)CCC3)cc1OC (configuration not stated)
65	-18.2	Cc1ccc(Cc2c(C)nc3c(C(=O)N4CCN(c5ccc(F)cc5)CC4)cnn3c2C)cc1
66	-6.1	O=C(CCn1c(=O)[nH]c2ccccc2c1=O)N1CCCCC1
67	-12.2	CCn1c(Cn2nnc(-c3ccccc3)n2)nnc1SCc1ccc(Cl)c(Cl)c1
68	3.0	Cc1ccc(OCCSc2nnc(NC(=O)c3ccco3)s2)cc1
69	3.2	Cc1ccc(NC(=O)c2ccc3c(=O)n(Cc4ccccc4)c(=S)[nH]c3c2)cc1Cl
70	4.4	CCOC1=NS(=O)(=O)c2ccccc21
71	-0.1	O=C(c1ccccc1)c1ccc2nc(Cc3cccc([N+](=O)[O-])c3)c(=O)[nH]c2c1
72	-1.9	COc1ccc(NC(=O)c2c(-c3ccccc3Cl)noc2C)c(OC)c1
73	-5.6	CCOC(=O)N1CCN(C(=O)c2cc3c(=O)n(C)c4ccccc4c3n2C)CC1
74	-0.3	COc1ccc(-c2nc(SCC(=O)Nc3ccc(C(C)=O)cc3)c3c(=O)n(C)c(=O)n(C)c3n2)cc1
75	-48.8	Cc1cccc2cc(C3CC(c4ccc(Br)cc4)=NN3S(C)(=O)=O)c(Cl)nc12 (configuration not stated)
76	-69.1	Cc1cc2c(c(=O)o1)C(Cc1ccccc1)C(C#N)=C(N)O2 (configuration not stated)
77	1.8	CCN(Cc1ccccc1)S(=O)(=O)c1nc2nc(C)c(C)c(C)n2n1
78	-2.1	O=C(Cn1cc(C(=O)c2cccs2)c2ccccc21)NCc1ccc2c(c1)OCO2

By substructure, the compounds so far containing fluorine (14)
no.	14-3-3 PPI	smiles
3	2.2	COCCOc1ccc(C(F)(F)F)cc1Nc1nc2ccccc2o1
22	10.4	CC(C)C(NC(=O)c1ccc(C23CC4CC(CC(C4)C2)C3)cc1)C(=O)N1CCN(c2ccccc2F)CC1 (configuration not stated)
28	-57.6	CCOC(=O)c1cccc(C(=O)Nc2ccc(F)cc2)n1
31	2.3	COc1ccc(-c2csc(=Nc3ccc(Cl)cc3)n2CCCO)cc1F
32	-7.9	COc1ccc(NC(=O)c2ccco2)cc1NC(=O)c1c(F)c(F)c(OC)c(F)c1F
36	-4.1	Cc1c(Cl)cccc1NC(=O)c1ccc(F)c(S(=O)(=O)N2CCCC2)c1
40	-16.2	COc1ccc(Nc2nc(-c3ccccc3F)nc3ccccc23)c(OC)c1
45	-1.3	CCOc1ccccc1NC1=NCC(=O)N1Cc1ccc(F)cc1
48	2.9	N#Cc1c(F)cccc1N1CCOCC1
56	3.9	O=C(CS(=O)(=O)c1cn(Cc2cccc(F)c2)c2ccccc12)N1CCc2ccccc21
60	-3.9	COc1ccccc1C(=O)N1N=C(C(F)F)CC1(O)C(F)F (configuration not stated)
62	-9.3&7.3	COc1ccccc1-c1cc(C(F)(F)F)nc(S(=O)(=O)CCCC(=O)N2CCCCC2C)n1 (configuration not stated)
64	-9.6	COc1ccc(C2C(C(=O)Nc3ccc(F)cc3)=C(C)NC3=C2C(=O)CCC3)cc1OC (configuration not stated)
65	-18.2	Cc1ccc(Cc2c(C)nc3c(C(=O)N4CCN(c5ccc(F)cc5)CC4)cnn3c2C)cc1
